Wee1 degr inh = blocks degradation of human Wee1 kinase; reporter increase, % at 5 µM; HeLa Luc-Wee1K328M stability, luciferase luminescence; 100% = proteasome inhibitor MG132 effect; P30291; actives 1.2% (n = 220,000);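 active = activation above the mean of all tested compounds plus 3 SD, set per screening run, cut at about 8.8% in these data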;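 also: cells exposed to compound for 20 h before luminescence read; 0% = DMSO alone and 100% = MG132 at 30 µM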
p97 inhibitor = inhibitors of human p97 ATPase | recombinant p97 ATPase, Kinase-Glo ATP luminescence, 3 h | inhibition, % at 8 µM | actives 0.42% (n = 220,000) | AID 1481; in the data active = inhibition above about 15%;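 also: 0% = DMSO vehicle and 100% = wells lacking enzyme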
Target sequence (P55072 whole entry, looked up): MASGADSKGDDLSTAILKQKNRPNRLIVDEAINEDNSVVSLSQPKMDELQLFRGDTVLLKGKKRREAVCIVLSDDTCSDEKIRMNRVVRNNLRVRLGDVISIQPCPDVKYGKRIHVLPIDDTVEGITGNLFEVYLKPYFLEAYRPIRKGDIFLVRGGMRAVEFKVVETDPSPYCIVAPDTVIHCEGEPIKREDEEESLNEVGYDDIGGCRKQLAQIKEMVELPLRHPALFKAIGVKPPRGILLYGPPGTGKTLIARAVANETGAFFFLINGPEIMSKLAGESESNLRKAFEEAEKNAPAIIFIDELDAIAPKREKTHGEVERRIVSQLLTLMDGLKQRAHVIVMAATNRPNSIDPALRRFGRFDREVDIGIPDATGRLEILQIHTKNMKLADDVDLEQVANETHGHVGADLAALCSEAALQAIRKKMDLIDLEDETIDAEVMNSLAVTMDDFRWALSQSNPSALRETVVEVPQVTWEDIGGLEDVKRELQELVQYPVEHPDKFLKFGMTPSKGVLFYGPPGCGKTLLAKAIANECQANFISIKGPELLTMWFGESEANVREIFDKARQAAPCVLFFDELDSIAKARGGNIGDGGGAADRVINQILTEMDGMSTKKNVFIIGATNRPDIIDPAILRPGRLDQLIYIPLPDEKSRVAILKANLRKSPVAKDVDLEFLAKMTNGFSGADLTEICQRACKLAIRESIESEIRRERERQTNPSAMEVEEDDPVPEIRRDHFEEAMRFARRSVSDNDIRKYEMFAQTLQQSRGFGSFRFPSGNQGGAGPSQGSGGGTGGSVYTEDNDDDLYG
FXIIa inh = blocks human coagulation factor XIIa protease activity | purified FXIIa, Boc-QGR-AMC fluorogenic substrate, 2 h | actives 0.3% (n = 220,000) | inhibition, % at 5 µM; in the data active = inhibition above about 40%;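 also: 0% = enzyme with no compound and 100% = blank without enzyme; many of its hits are not listed in these tables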
PERK inh = blocks human PERK kinase; inhibition, % at 5.6 µM; actives 0.17% (n = 220,000); CHO PERK-DD fusion, SEAP luminescence translation reporter; Q9NZJ5;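 active = inhibition above the mean inhibition of all tested compounds plus 3 SD, set separately per screening campaign, cut at about 2.9% in these data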;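 also: PERK kinase domain activated by AP20187 dimerizer at 100 nM; 0% = DMSO with dimerizer and 100% = rapamycin at 8.4 µM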
Furin inh = inhibitors of human furin | purified furin, fluorogenic substrate cleavage | actives 0.061% (n = 220,000) | inhibition, % at 30 µM | P09958; in the data active = inhibition above about 25%; also: inactives centre near -15
KCC2 mod = modulators of human KCC2 chloride dependent transport | AID 1456 | B-score of Tl+ flux slope (higher = more flux/activation; lower = inhibition) at 10 µM | KCC2 cells, thallium flux FluoZin-2 fluorescence | actives 2.2% (n = 190,000);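 active = thallium flux slope and its plate-corrected score both differing from the plate sample mean at a set confidence after two filtering rounds, in either direction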;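 also: slope of fluorescence scaled to starting intensity during 10 to 20 s after thallium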
FXIa inh 1536 = inhibitors of human coagulation factor XIa. P03951. purified FXIa, Boc-Glu-Ala-Arg-AMC fluorogenic substrate. inhibition, % at 5 µM. actives 0.14% (n = 220,000);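 active = inhibition of at least 40%; inactive = inhibition below 40%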;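 also: fluorescence of freed AMC excited at 355 nm; 0% = enzyme without compound and 100% = no enzyme blank; many of its hits are not listed in these tables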
hK5 inh = blocks human kallikrein 5 protease activity | Q9Y337 | recombinant hK5, fluorogenic AMC substrate cleavage | inhibition, % at 5 µM | actives 0.59% (n = 210,000) | AID 873;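 active = inhibition of 40% or more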;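 also: 0% = enzyme controls without compound and 100% = no-enzyme blanks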
Target sequence (Q9Y337 67-293 limits assumed): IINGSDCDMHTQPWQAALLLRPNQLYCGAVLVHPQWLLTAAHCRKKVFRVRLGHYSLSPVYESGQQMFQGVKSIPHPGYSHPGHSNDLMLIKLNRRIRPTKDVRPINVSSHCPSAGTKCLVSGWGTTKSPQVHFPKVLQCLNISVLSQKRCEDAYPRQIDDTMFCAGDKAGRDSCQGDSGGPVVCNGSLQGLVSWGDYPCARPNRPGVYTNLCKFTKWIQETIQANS
Thrombin inh = thrombin (human) inhibition; alpha-thrombin, Boc-VPR-AMC fluorogenic substrate cleavage; inhibition, % at 5 µM; AID 1046; P00734; actives 0.26% (n = 220,000);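 active = inhibition at or above 40%; inactive = inhibition below 40%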;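 also: 0% = enzyme with no compound and 100% = wells without enzyme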
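Test system: human alpha-thrombin; medium: pH 7.5 Tris-saline with Tween 20; times: reaction at room temperature; signal: AMC fluorescence at 355 nm excitation and 460 nm emission; also added: Boc-VPR-AMC substrate, 15 µM final; dosing: one concentration per compound, 5 µM, with 0.2% DMSO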
* hit, by the source's call; . = no result given; [ ] = another dose, or the depositor's remark.

item | canonical_smiles | Wee1 degr inh | p97 inhibitor | FXIIa inh | PERK inh | Furin inh
1 | CCC(=O)CCC(=O)c1ccc2ccccc2c1 | 3 | -1 | 16 | 1.6 | -11
2 | Cc1ccc(C(=O)n2nc(-n3cccc3)c3c(C)cc(C)nc32)cc1 | 1 | 7 | 7 | 2.2 | -22
3 | COC(C[C@H](O)[C@@H](C)[C@@H](O)COCc1ccccc1)OC | . | . | 9 | . | -32
4 | CCn1c(/C=C/c2ccccc2C)nc2ccccc2c1=O | -1 | 2 | 15 | -1.6 | -11
5 | CCCc1cc(C(=O)Nc2cc(OC)c(Cl)cc2OC)no1 | 0 | 2 | 5 | -0.1 | -20
6 | O=C(CSc1nc(O)cc(=O)[nH]1)N1CCCc2ccccc21 | -2 | 2 | 11 | 0.6 | 0[20 µM]
7 | O=C(COC(=O)c1ccc([N+](=O)[O-])o1)Nc1cccc(S(=O)(=O)N2CCCCC2)c1 | -1 | 4 | 5 | 1.3 | -31
8 | Cc1ccc(CSc2nc3c(c(=O)[nH]c(=O)n3C)n2CCC(C)C)cc1 | 4 | -7 | 8 | 0.0 | -10
9 | Cc1ccc(C(=O)N(CN2CCCC2=O)c2ccc(F)cc2)cc1 | -4 | 3 | 21 | 0.0 | -15
10 | NC(=O)CC(NC(=O)Cc1ccc(Cl)cc1)c1ccc(NC2CCCC2)c([N+](=O)[O-])c1 (stereo not drawn) | . | . | 15 | . | -33
11 | Cc1cc(C)c2c(n1)nn1c(N3CCN(c4ccccc4)CC3)cc(C)nc21 | 4 | 4 | 4 | 0.0 | -10
12 | COc1cc(CC(=O)OCC(=O)Nc2ccc(Cl)c(S(=O)(=O)N(C)C)c2)cc(OC)c1OC | -3 | 5 | 3 | 1.8 | -20

item | KCC2 mod | FXIa inh 1536 | hK5 inh | Thrombin inh
1 | -1.1 | 9 | -10 | -7
2 | -1.9 | 9 | -1 | 20
3 | 0.0043 | 0 | 3 | -3
4 | -0.96 | 4 | 5 | 6
5 | -1.4 | -3 | -19 | -9
6 | 0.12 | 0 | 5 | -1
7 | 0.051 | -3 | 0 | -1
8 | -0.16 | -5 | -9 | -10
9 | 0.73 | 6 | -9 | 1
10 | 0.041 | 6 | 7 | 0
11 | . | -4 | 4 | 9
12 | -0.7 | 13 | 1 | -8

Carrying on:
item | canonical_smiles | Wee1 degr inh | p97 inhibitor | FXIIa inh | PERK inh | Furin inh
13 | C/C(=N\N1CCN(c2ccc(Cl)cc2)CC1)c1ccco1 | -1 | 4 | 16 | 0.1 | -15
14 | CCOC(=O)c1c(-c2ccccc2)csc1NC(=O)CSc1nncs1 | 1 | 2 | 12 | -0.3 | -15
15 | CCCCOC(=O)c1ccc(N2C(=O)CC(N3CCN(C/C=C/c4ccccc4)CC3)C2=O)cc1 (stereo not drawn) | -2 | -2 | 2 | -0.9 | -15[20 µM]
16 | COC(=O)c1ccccc1NC(=O)CSc1nnc(-c2cccnc2)n1C | 1 | 6 | 1 | 1.4 | -3[20 µM]
17 | CCCCC(=O)NC(=S)Nc1ccc(S(=O)(=O)N2CCCC2)cc1 | 2 | 1 | 2 | -0.6 | -27
18 | CCN1CCN(C(c2ccc(F)cc2)c2nnnn2Cc2ccc3c(c2)OCO3)CC1 (stereo not drawn) | -1 | -3 | 8 | 0.0 | -17
19 | O=C(Nc1ccc(S(=O)(=O)N2CCN(c3ccccc3)CC2)cc1)c1cccs1 | 3 | 1 | -17 | -0.9 | -10[20 µM]
20 | CN1CCN(C(=O)/C=C/c2ccc([N+](=O)[O-])cc2)CC1 | 4 | 6 | -2 | 0.4 | -14
21 | Cc1ccc(-c2cc([C@H]3[C@@H]4C=CCC[C@@]4(C)C(=O)N3Cc3ccccc3)ccc2F)cc1 | . | . | 9 | . | -18
22 | N#Cc1c(SCC(=O)N2CCOCC2)nsc1SCC(=O)N1CCOCC1 | -2 | 1 | -10 | 1.4 | -20[20 µM]
23 | O=C1NCCc2c1[nH]c1ccc([N+](=O)[O-])cc21 | 4 | 2 | 8 | 0.2 | -6
24 | O=C(O)Cc1nc(-c2cccnc2)sc1-c1ccc(Br)cc1 | -2 | 4 | 7 | 0.1 | -13

item | KCC2 mod | FXIa inh 1536 | hK5 inh | Thrombin inh
13 | -1.5 | 9 | -5 | 3
14 | -0.91 | 6 | -9 | 0
15 | -1.3 | 0 | 7 | 1
16 | . | -9 | -12 | -3
17 | 0.26 | 0 | -9 | -7
18 | -0.023 | -1 | -1 | -2
19 | 1 | -14 | -2 | -2
20 | 0.23 | 3 | -21 | -7
21 | -0.0019 | 1 | 0 | -1
22 | . | -11 | 1 | 6
23 | 0.44 | 2 | 9 | -7
24 | . | -1 | -2 | -2

More compounds:
item | canonical_smiles | Wee1 degr inh | p97 inhibitor | FXIIa inh | PERK inh | Furin inh
25 | O=C(NC1CCN(Cc2nnnn2CCc2ccccc2)CC1)c1ccccc1F | 12* | -4 | 3 | -0.7 | -13[20 µM]
26 | CCN(CC)S(=O)(=O)c1cc([N+](=O)[O-])ccc1NNC(=O)Nc1ccc(F)cc1 | -1 | 3 | 21 | -1.0 | -15[20 µM]
27 | NC(=O)c1ccsc1NC(=O)COC(=O)C1CC2CCCC(C1)C2=O (stereo not drawn) | -1 | 9 | 3 | 0.5 | -17
28 | O=c1c(Cl)c(N/N=C/c2ccc(Br)cc2)cnn1-c1ccccc1 | 0 | -1 | 3 | 0.5 | -12[20 µM]
29 | CN1CCN(S(=O)(=O)c2ccc(NC(=S)NC(=O)C3CCC3)cc2)CC1 | 0 | 5 | -1 | -0.1 | -13
30 | CCOC(=O)N/N=C1\CC(C)S(=O)(=O)c2ccc(Cl)cc21 (stereo not drawn) | -1 | -3 | 28 | -0.5 | 2
31 | O=C(NC(=S)N1CCN(c2ccc([N+](=O)[O-])cc2)CC1)c1ccco1 | 0 | 3 | 5 | 0.5 | -18
32 | CC(=O)NC/C(C)=N\Nc1ccc([N+](=O)[O-])cc1 | 7 | -3 | 12 | -0.5 | -12
33 | O=C1C2CC=CCC2C(=O)N1c1ncn[nH]1 (stereo not drawn) | -1 | 1 | 13 | 0.3 | -17[20 µM]
34 | CCN(CC)C(=O)c1ccc2c(c1)nnn2C | -1 | 5 | 9 | 0.8 | -27
35 | CCN(C(=O)c1cnc(NC(C)C)cc1C(F)(F)F)c1ccc(Cl)cc1Cl | -3 | -1 | 4 | 1.1 | -31
36 | O=C1C=C(NNC(=O)c2ccccc2Br)CCC1 | -1 | 2 | 15 | -0.3 | -18

item | KCC2 mod | FXIa inh 1536 | hK5 inh | Thrombin inh
25 | -0.34 | 2 | -8 | -2
26 | 1.2 | 9 | 23 | 9
27 | -0.69 | -1 | -3 | -3
28 | -0.93 | 2 | 22 | 7
29 | -0.49 | -1 | -12 | -6
30 | -0.0049 | 40 | 39 | 28
31 | 0.72 | 4 | 2 | 3
32 | -0.28 | 3 | 4 | -6
33 | 0.31 | 1 | 1 | 6
34 | 0.024 | 3 | -9 | 0
35 | -1.3 | 9 | 0 | -1
36 | -0.0035 | 9 | -15 | -7

(list continues)
item | canonical_smiles | Wee1 degr inh | p97 inhibitor | FXIIa inh | PERK inh | Furin inh
37 | Cc1ccc(OCC(=O)N(C)CCc2ccccn2)cc1 | -1 | 8 | -1 | 1.1 | -25
38 | CC(=O)c1cn(CC(=O)Nc2cccc(C)c2C)c2ccccc12 | -1 | 3 | 1 | 0.6 | -27
39 | N/C(Cc1ccc([N+](=O)[O-])cc1)=N\OC(=O)c1ccc(Br)o1 | -1 | 7 | 15 | 1.0 | -34
40 | O=C(c1cc(F)c(F)cc1Cl)N1CCN(c2ccc([N+](=O)[O-])c3ncccc23)CC1 | -4 | 2 | 4 | 0.9 | -4
41 | CCOC(=O)c1[nH]c2cc(OC)c(OC)cc2c1NC(=O)CCN1CCSCC1 | 3 | 5 | 6 | 0.1 | -16
42 | Oc1[nH]c2ccccc2c1N=Nc1nc(Nc2ccccc2)nc(N2CCOCC2)n1 | 2 | 8 | 12 | 0.5 | 3
43 | CCCCn1nnnc1SCC(=O)Nc1cccc(C)n1 | 1 | 4 | 10 | -1.1 | -22[20 µM]
44 | COc1ccc2c(c1)C(=NN)c1cc(OC)ccc1-2 | 3 | -4 | 5 | -0.1 | -17[20 µM]
45 | CC(NC(=O)CCl)c1ccc(Cl)c(Cl)c1 (stereo not drawn) | 1 | 3 | 13 | 1.1 | -4[20 µM]
46 | Cc1ccc(Sc2nc(-c3ccccc3)ccc2C#N)cc1 | -1 | 1 | 17 | 1.0 | -14[20 µM]
47 | O=S(=O)(Nc1ccc(Cl)nn1)c1ccccc1 | -3 | 4 | 3 | 0.7 | -11
48 | CCc1cc2ccc(C)cc2nc1SCC(=O)Nc1cc(C)on1 | -1 | 5 | 4 | 1.3 | -27

item | KCC2 mod | FXIa inh 1536 | hK5 inh | Thrombin inh
37 | 0.32 | -5 | -9 | 3
38 | -0.56 | -6 | -7 | -10
39 | -0.85 | 10 | -9 | -2
40 | 0.19 | 0 | -21 | -5
41 | 0.032 | -1 | -1 | -3
42 | -0.12 | 2 | 4 | -1
43 | 0.16 | 2 | -12 | -5
44 | -1.1 | -6 | -1 | -6
45 | -0.26 | -4 | -7 | -4
46 | . | -1 | -3 | -1
47 | -1.1 | -4 | 11 | -2
48 | . | -4 | -1 | -5

Remaining list, next part.
item | canonical_smiles | Wee1 degr inh | p97 inhibitor | FXIIa inh | PERK inh | Furin inh
49 | COc1cc(OC)c(S(=O)(=O)Nc2ccccc2N2CCOCC2)cc1NC(C)=O | 4 | -1 | 2 | -0.7 | -7
50 | C=CCSc1nnc(-c2cc3c(-c4ccccc4)nn(C)c3s2)n1C | 0 | 2 | 18 | -0.4 | -8[20 µM]
51 | O=C(Cn1nc(-c2ccccc2)ccc1=O)NCCN1CCN(Cc2ccccc2)CC1 | 8 | -2 | -5 | -0.7 | -14[20 µM]
52 | COc1ccc(C(=O)Nc2c(Cl)cc(Cl)cc2C(=O)N2CCC(C)CC2)cc1 | 0 | 1 | 18 | -0.5 | -7
53 | CCOc1cc(/C=N/Nc2nc(N3CCCCC3)nc(N3CCCCC3)n2)ccc1OC(=O)c1ccco1 | 3 | -2 | 9 | 1.2 | -27
54 | Cc1ccc(-c2nn3c(C)nnc3s2)cc1NC(=O)c1ccc(-c2ccc(Cl)cc2Cl)o1 | -3 | -5 | 15 | -0.2 | -16
55 | O=C(Nc1ccc(OC(F)F)cc1)c1ncc(Cl)c(Cl)c1Cl | 0 | 1 | 1 | 0.7 | -16
56 | O=C(N/N=C/c1ccncc1)c1nn(Cc2ccccc2)c(=O)c2ccccc12 | 0 | -1 | 10 | -0.8 | -21
57 | Cc1cc(C)cc(N2CCN(C(=O)N3CCOCC3)CC2)c1 | -1 | -3 | 20 | 0.7 | -15
58 | Clc1ccc2c(c1)C1OCCC1C(c1ccco1)N2 (stereo not drawn) | 6 | -10 | 9 | -0.1 | -54
59 | CCOc1cccc(OCCCCN2CCOCC2)c1 | -2 | 1 | 11 | 1.3 | -21
60 | COc1ccc(N2C(=O)C3CCCN3C2c2ccccc2F)cc1 (stereo not drawn) | -2 | 3 | 7 | 0.1 | -31
61 | O=C(C1CCC(CNc2c(N3CCCCC3)c(=O)c2=O)CC1)N1CCc2ccccc2C1 (stereo not drawn) | 7 | -1 | 13 | -0.1 | -19
62 | CCn1c(SCc2cc(=O)[nH]c3ccccc23)nnc1C1CC1 | 5 | 0 | 6 | 0.4 | -4

item | KCC2 mod | FXIa inh 1536 | hK5 inh | Thrombin inh
49 | -0.76 | -6 | -3 | -19
50 | . | 5 | 52* | 16
51 | 0.61 | -10 | 7 | 0
52 | 0.17 | 9 | -17 | -7
53 | -0.74 | 0 | -17 | -1
54 | 0.36 | 11 | -6 | 2
55 | 0.66 | -3 | -2 | 6
56 | -1.5 | -3 | 2 | -1
57 | . | -6 | 0 | 4
58 | -1 | -8 | -6 | -8
59 | . | -2 | 3 | -4
60 | 0.15 | 5 | -7 | -1
61 | -1.2 | 4 | 2 | -3
62 | 0.46 | 4 | -14 | 0
